LMNA splice mod: qHTS Assay for Modulators of Lamin A Splicing; hit rate 0.01% among 200,000; Potency, µM (top dose mostly 46.1 µM), inactives show at the highest dose ratio change, negative = inhibition, usual class: inhibitors; HeLa LMNA splicing GFP/RFP minigene ratio, 48 h; active = well fitted inhibition curve with a large enough effect in the signal ratio, with a control signal flat, not every such curve was filed as active; inconclusive = small, poorly fitted or top-dose-only effect, or effect the other way, or a change in a side signal; the % refers to the signal ratio
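S3 HeLa cells stably expressing lamin A-EGFP splicing minigene plus DsRed2, 600 cells/well, 48 h compound exposure at 37C. Laser-scanning cytometry; analysed as GFP (500-530 nm)/RFP (575-640 nm) total intensity ratio; 0.5% DMSO vehicle.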
TRb SRC2 PPI: qHTS for Inhibitors of the Interaction of Thyroid Hormone Receptor and Steroid Receptor Coregulator 2; TRbeta-SRC2 peptide binding, fluorescence polarization; receptor liganded with 1 µM T3; Potency, µM (highest dose often 106 µM), for the others: at the top dose activity change, negative = inhibition, hits mostly inhibitors; hit rate 0.065% among 280,000; AID 1469, 2008; active = well fitted inhibition curve with a large enough effect; inconclusive = small, poorly fitted or top-dose-only effect, or effect the other way;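 also: plate controls were bound peptide for no effect and peptide without receptor for full effect; nearly all actives have a fitted effect of over 50% in size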
Target sequence (P10828 whole entry, looked up): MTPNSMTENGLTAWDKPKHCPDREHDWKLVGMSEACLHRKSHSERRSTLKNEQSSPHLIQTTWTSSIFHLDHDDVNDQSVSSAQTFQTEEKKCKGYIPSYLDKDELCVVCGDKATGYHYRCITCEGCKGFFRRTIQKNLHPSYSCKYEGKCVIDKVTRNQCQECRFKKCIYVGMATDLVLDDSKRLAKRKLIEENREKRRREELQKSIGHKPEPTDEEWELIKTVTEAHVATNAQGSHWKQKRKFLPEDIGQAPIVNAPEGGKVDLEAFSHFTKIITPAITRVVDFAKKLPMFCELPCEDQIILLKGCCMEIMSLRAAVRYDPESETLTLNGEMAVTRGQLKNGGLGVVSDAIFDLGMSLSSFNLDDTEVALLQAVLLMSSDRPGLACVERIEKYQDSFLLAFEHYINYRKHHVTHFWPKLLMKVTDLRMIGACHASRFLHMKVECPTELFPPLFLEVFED
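Human TRb ligand-binding domain (0.6 uM) is mixed with 20 nM Texas Red SRC2 peptide and 1 uM T3; after compound addition and 5 hr at ambient temperature, polarization is measured and normalized to unbound and bound controls.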
TR SRC2 fluor cs: Total Fluorescence Counterscreen for Inhibitors of the Interaction of Thyroid Hormone Receptor and Steroid Receptor Coregulator 2 | TRb/SRC2 Texas Red total fluorescence interference | Potency, µM (top dose mostly 106 µM), for inactives: at the top dose fluorescence change, negative = quenching | hit rate 0.29% among 280,000 | AID 1479, 2009; active = well fitted curve in either direction with a large enough effect; inconclusive = small, poorly fitted or top-dose-only effect
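Human TRb ligand-binding domain at 0.6 uM with 20 nM Texas Red SRC2 peptide in Tris buffer containing 1 uM T3 and 5% DMSO, incubated with compound 5 h at ambient temperature. Total fluorescence (555/632 nm) calculated as parallel + 2 × perpendicular.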
The depositor's hits bear a star; ? = inconclusive; [ ] = dose if it differs, or a comment. Unless noted, % is scaled to controls: 0 for no effect and ±100 for the full control effect; potency is read from the fitted curve at half-maximal effect. These rows are one share of the data; rates above refer to the full screens.

SMILES	LMNA splice mod	TRb SRC2 PPI	TR SRC2 fluor cs
CCN(C(=O)Cn1c(=O)n(CC2CCC(C(=O)NC)CC2)c(=O)c2sccc21)c1ccccc1 (stereo unspecified)	7%[46 µM]	3%	-3%
COc1ccccc1CNC(=O)CCC(=O)N1Cc2ccccc2Oc2ncccc21	13%[46 µM]	1%	-1%
COc1cc(OC)c(OC)cc1CN1CCc2nc(N3CCN(c4ccccc4F)CC3)ncc2C1	?	12%	-2%
Cc1cccc(CN2C(=O)N(c3ccc(C(C)C)cc3)S(=O)(=O)c3ccccc32)c1	8%[46 µM]	-5%	-6%
CNC(=O)CCCN1C(=O)CCn2nc(-c3cn(C)c4ccccc34)cc21	?	-1%	-3%
Cc1ccc(C(c2ccccc2)c2c(C)[nH]c3ccccc23)s1 (stereo unspecified)	8%[46 µM]	7%	5%
CCOc1ccccc1C(=O)Nc1cc(-c2nc3cccnc3s2)ccc1C	-29%[46 µM]	1%	3%
COc1cc(OC)c(NC(=O)C(c2ccccc2)N2Cc3ccccc3C2=O)cc1Cl (stereo unspecified)	-8%[46 µM]	-4%	-4%
CCc1ccccc1NC(=O)c1ccc(=O)n(Cc2ccc(F)cc2)c1	6%[46 µM]	1%	1%
COC(=O)c1ccc(NC(=O)CSc2nc(=O)n(Cc3ccco3)c3c2CCC3)cc1	-10%[46 µM]	0%	-3%
Cc1ccc(Nc2ncnc3c2nc2n3CCCC2)c(Br)c1	?	-4%	20µM*[quencher]
CCc1ccccc1NC(=O)CSc1nc2ccccc2nc1Cc1cccc(OC)c1	?	2%	0%
Cc1ccc(-c2nn(-c3ccc(F)cc3F)c3c2cnc2ccc(F)cc23)cc1	5%[46 µM]	3%	1%
CC(=O)c1cc(-c2ccccc2)n(CCC(=O)NC(C)c2ccccc2)c1C (stereo unspecified)	11%[46 µM]	0%	2%
Cc1ccc(OCC(=O)Nc2ccccc2OCc2cc(=O)n3ccccc3n2)cc1C	?	-1%	-2%
O=C(NCCc1ccc(Cl)cc1)c1ccc(CS(=O)(=O)Cc2ccccc2F)o1	?	-3%	-1%
Cc1ccccc1CN1C(=O)c2ccccc2Sc2ccc(C(=O)NC(C)c3ccccc3)cc21 (stereo unspecified)	-14%[46 µM]	-6%	-2%
Cc1ccc2c(c1)N(C(=O)C1CCN(S(=O)(=O)c3c(C)noc3/C=C/c3ccccc3F)CC1)CCO2	-7%[46 µM]	3%	-10%
Cc1nc2cccnc2n1C1CCN(C(=O)Nc2ccccc2C(F)(F)F)CC1	10%[46 µM]	3%	0%
O=C(CCS(=O)(=O)c1ccccc1)N(Cc1cccnc1)c1nc2ccc(F)cc2s1	?	2%	-3%
O=C(CN1C(=O)C2(SCC(=O)N2c2ccccc2)c2ccccc21)Nc1ccccc1C(F)(F)F (stereo unspecified)	-9%[46 µM]	3%	-21%
Cc1ccc(NC(=O)Cn2nnc(C(=O)NCc3ccc4c(c3)OCO4)c2N)cc1Cl	-5%[46 µM]	0%	-1%
COc1ccc(OC)c(NC(=O)CC2C(=O)NCCN2C(=O)C(F)(F)F)c1 (stereo unspecified)	?	2%	-15%
COC(=O)c1c(NC(=O)CCCOc2ccccc2C)sc2c1CCC(C)C2 (stereo unspecified)	11%[46 µM]	-8%	1%
Cc1cc(C)cc(NS(=O)(=O)c2cc3c(cc2C)NC(=O)CO3)c1	9%[46 µM]	2%	-7%
COc1cc(OC)c(NC(=O)C2=C(C)C(=O)OC23CCN(C(C)=O)CC3)cc1Cl	-2%[46 µM]	3%	1%
COC(=O)c1cccc(NC(=O)Nc2cc(C(=O)NCc3cccc(F)c3)ccc2N2CCCC2)c1	8%[46 µM]	1%	0%
COc1ccc(N2CCN(S(=O)(=O)CCNC(=O)Cc3ccc(OC)c(OC)c3)CC2)cc1	?	-1%	-2%
O=C1C(c2ccc(F)cc2)N(CCc2ccccc2)C(=O)CN1C1CCCCCC1 (stereo unspecified)	?	-1%	-2%
CCc1cccc(NC(=O)c2nc(-c3ccncc3)no2)c1	?	-10%	?
COc1cccc(-n2ccnc2SCC(=O)Nc2nc3ccc(C)cc3s2)c1	15%[46 µM]	5%	0%
CCCC(=O)N1CCc2cc(OC)c(OC)cc2C1COc1ccc(C(=O)OC)cc1 (stereo unspecified)	-17%[46 µM]	3%	-1%
Cc1cccc(NC(=O)c2ccc(F)c(S(=O)(=O)N3CCN(c4ccc(F)cc4)CC3)c2)c1	-3%[46 µM]	2%	-2%
CCOc1ccccc1C(=O)Nc1ccc(S(=O)(=O)N(Cc2ccccc2)c2ccccc2)cc1	6%[46 µM]	0%	7%
CCOC(=O)c1c(S(=O)(=O)N2CCCC(C(=O)N3CCN(c4cccc(C)c4C)CC3)C2)c(C)n(C)c1C (stereo unspecified)	-16%[46 µM]	-2%	-2%
COc1cc(C(=O)OCc2cc(=O)n3ccsc3n2)cc(OC)c1OC	-19%[46 µM]	1%	1%
O=C(Nc1nnc(S(=O)(=O)N2CCCC2)s1)c1ccccc1F	7%[46 µM]	-3%	-27%
CCCCN(C)c1ncnc2c1cnn2-c1cccc(Cl)c1	?	9%	-2%
O=c1c(S(=O)(=O)c2ccccc2)cn(Cc2cccc(F)c2)c2cc(N3CCOCC3)c(F)cc12	-14%[46 µM]	-4%	?
CC(C)(C)C(=O)Nc1ccc(Cl)c(-c2nc3ccccc3[nH]2)c1	-10%[46 µM]	4%	-8%
Cc1ccc(NC(=O)Cn2ccn(-c3ccccc3)c(=O)c2=O)cc1	-25%[46 µM]	-1%	5%
Cc1cc(C)c(NC(=O)CSc2ccnc(=O)[nH]2)c(C)c1	-2%[46 µM]	-5%	2%
Cc1cccc(-c2nc3scc(CCNS(=O)(=O)c4ccc(F)cc4C)n3n2)c1	23%[46 µM]	-4%	0%
COc1ccc(NC(=O)CCNS(=O)(=O)c2ccc3c(c2)CCCC(=O)N3)cc1Cl	6%[46 µM]	-4%	?
COc1cccc(CNC(=O)c2sc3nc[nH]c(=O)c3c2C)c1	?	-4%	-16%

7 structures already listed, arranged by number of heavy atoms, ascending.
SMILES	LMNA splice mod	TRb SRC2 PPI	TR SRC2 fluor cs
Cc1cc(C)c(NC(=O)CSc2ccnc(=O)[nH]2)c(C)c1	-2%[46 µM]	-5%	2%
CCCCN(C)c1ncnc2c1cnn2-c1cccc(Cl)c1	?	9%	-2%
CC(C)(C)C(=O)Nc1ccc(Cl)c(-c2nc3ccccc3[nH]2)c1	-10%[46 µM]	4%	-8%
COc1cc(C(=O)OCc2cc(=O)n3ccsc3n2)cc(OC)c1OC	-19%[46 µM]	1%	1%
Cc1cccc(-c2nc3scc(CCNS(=O)(=O)c4ccc(F)cc4C)n3n2)c1	23%[46 µM]	-4%	0%
O=c1c(S(=O)(=O)c2ccccc2)cn(Cc2cccc(F)c2)c2cc(N3CCOCC3)c(F)cc12	-14%[46 µM]	-4%	?
CCOC(=O)c1c(S(=O)(=O)N2CCCC(C(=O)N3CCN(c4cccc(C)c4C)CC3)C2)c(C)n(C)c1C (stereo unspecified)	-16%[46 µM]	-2%	-2%

(listing goes on)
SMILES	LMNA splice mod	TRb SRC2 PPI	TR SRC2 fluor cs
Cc1ccc(NC(=O)CN2C(=O)CC(c3ccc(C)c(C)c3)=Nc3ccccc32)cc1	-3%[46 µM]	4%	-1%
CN(C(=O)CSc1nc2ccccc2n1CC(=O)N(C)c1ccc(F)cc1)c1ccccc1	?	-1%	0%
Cn1c(C(=O)NCc2cccc(F)c2)cc2cc(S(=O)(=O)N3CCCCC3)ccc21	-4%[46 µM]	0%	-1%
Cc1ccc(C)c(N2CCN(C(=O)c3noc4c3CCCCC4)CC2)c1	9%[46 µM]	-9%	1%
COc1ccc(-c2ccc(CNCCCSc3nnnn3C)o2)cc1Cl	-16%[46 µM]	-6%	-10%
Cc1cc(=O)n(CC(=O)Nc2ccc(Cl)c(Cl)c2)c(-n2nc(C)cc2C)n1	-21%[46 µM]	-2%	-3%
COc1ccccc1NC(=O)N1CCC(CN2CCc3ccccc3C2)CC1	-6%[46 µM]	-4%	3%
COc1ccc(NS(=O)(=O)c2cc3c4c(c2)CC(=O)N4CCC3)cc1Cl	4%[46 µM]	6%	0%
CCOC(=O)C1CCN(C(=O)C2COc3ccccc3C2)CC1 (stereo unspecified)	-2%[46 µM]	7%	-6%
Cc1cc(C)c(NS(=O)(=O)c2ccc(-c3coc(C)n3)cc2)c(C)c1	0%[46 µM]	2%	0%
Cc1ccc(CNC(=O)Cn2c(=O)ccc3cc(S(=O)(=O)N4CCC(C)CC4)ccc32)cc1	?	-2%	?
O=C(O)c1ccc2nc(-c3cc4cc(Cl)ccc4oc3=O)[nH]c2c1	27%[46 µM]	-5%	0%
O=C(Cn1ccn(-c2ccc(F)cc2)c(=O)c1=O)Nc1ccccc1C(F)(F)F	15%[46 µM]	-1%	-26%
Cc1ccc(NC(=O)C(c2ccccc2)N2Cc3ccccc3C2=O)cc1Cl (stereo unspecified)	13%[46 µM]	2%	6%
CCc1ccccc1NC(=O)C(=O)NCCc1sc(-c2cccc(F)c2)nc1C	?	6%	-2%
COc1ccc(NC(=O)c2cc(S(=O)(=O)N3CCCCCC3)cn2C)cc1Cl	-1%[46 µM]	-1%	-3%
CCOc1ccccc1CNC(=O)c1ccc2nc(Cc3ccc(OC)cc3)oc2c1	-11%[46 µM]	4%	-9%
COc1ccc(C)cc1NC(=O)Nc1cc(C(=O)NCc2ccc(C)cc2)ccc1N1CCCC1	26%[46 µM]	2%	-1%
COc1cc(NC(=O)c2sc3nc4n(c(=O)c3c2C)CCCCC4)cc(OC)c1OC	22%[46 µM]	-1%	3%
CC(C)CN(CC(C)C)S(=O)(=O)c1ccc(C(=O)Nc2sc3c(c2C(N)=O)CCN(C(C)C)C3)cc1	?	4%	-3%
O=C(CSC1=Nc2ccccc2N=C(c2ccc(F)cc2)C1)Nc1ccc(Cl)cc1	5%[46 µM]	0%	0%
Cc1cccc(NC(=O)C2CCCN(S(=O)(=O)c3ccc4c(c3)CCCC(=O)N4)C2)c1 (stereo unspecified)	?	-4%	-4%
CN(C)c1ccc(CNC(=O)C2COc3ccccc3C2)cc1 (stereo unspecified)	12%[46 µM]	4%	0%

Retrieved by compound from the list above (2):
SMILES	LMNA splice mod	TRb SRC2 PPI	TR SRC2 fluor cs
Cc1cccc(NC(=O)C2CCCN(S(=O)(=O)c3ccc4c(c3)CCCC(=O)N4)C2)c1 (stereo unspecified)	?	-4%	-4%
O=C(CSC1=Nc2ccccc2N=C(c2ccc(F)cc2)C1)Nc1ccc(Cl)cc1	5%[46 µM]	0%	0%

Screening results (PubChem)
